# Assay outcomes as filed in PubChem.
# NPYLR7 agonist: mosquito NPYLR7 agonism; activation, % at 10 µM; 270,000 tested, 0.15% active; AID 1259423; HEK293T NPYLR7/Galpha15, GCaMP6s calcium fluorescence; in the data active means activation above about 40%;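 further: 0% = vehicle and 100% = reference agonist at the receptor; some compounds past the cut are filed as inactive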
# mcGAS lum: blocks mouse cGAS activity | Q8C6L5 | recombinant cGAS, Kinase-Glo ATP depletion luminescence | AID 1259399 | inhibition, % at 12.5 µM | 160,000 tested, 0.15% active;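 further: 0% = negative control wells and 100% = reference inhibitor with no enzyme activity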
# hcGAS lum: inhibitors of human cGAS; Q8N884; recombinant h-cGAS, ATP depletion, Kinase-Glo luminescence; inhibition, % at 12.5 µM; 290,000 tested, 0.081% active;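 further: 0% = vehicle reaction and 100% = reaction without DNA for no activity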
# Target sequence (Q8N884 whole entry, looked up): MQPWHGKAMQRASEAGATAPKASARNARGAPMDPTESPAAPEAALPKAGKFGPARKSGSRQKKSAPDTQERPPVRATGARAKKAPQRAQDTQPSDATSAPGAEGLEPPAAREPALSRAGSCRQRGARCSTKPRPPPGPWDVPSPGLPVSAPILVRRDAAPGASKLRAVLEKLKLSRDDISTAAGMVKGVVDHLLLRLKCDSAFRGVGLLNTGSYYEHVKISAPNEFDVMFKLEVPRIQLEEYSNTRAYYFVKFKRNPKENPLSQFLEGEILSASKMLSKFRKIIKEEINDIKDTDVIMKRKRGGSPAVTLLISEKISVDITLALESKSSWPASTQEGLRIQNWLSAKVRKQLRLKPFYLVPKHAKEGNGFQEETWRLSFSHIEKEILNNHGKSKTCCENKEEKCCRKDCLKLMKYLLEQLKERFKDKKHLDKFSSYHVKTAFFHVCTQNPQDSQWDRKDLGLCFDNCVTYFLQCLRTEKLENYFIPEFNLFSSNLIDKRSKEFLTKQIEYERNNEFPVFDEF
# Starred values were filed as active, the others as inactive; · = no result given; & = joins results of further samples. Unless noted, no stated cut-off is given here; in the data, active means inhibition above about 40%; inactive means the rest.
SMILES	NPYLR7 agonist	mcGAS lum	hcGAS lum
CN(Cc1ccc(C(F)(F)F)cc1)C(=O)Cc1cn2ccsc2n1	10	1	2
CCn1ncnc1CN1CCC(CNC(=O)C2CCCCC2)C1 (stereo unspecified)	-2	-12	0
Cc1nnsc1C(=O)N1CCN(c2nc3c(F)cccc3s2)CC1	0	-7	-4
COc1ccnc(N(C)C2CCCC2)n1	14	·	-9
COC(=O)c1ccc(C(=O)NCC2(c3ccc(Cl)cc3)CCOCC2)cc1	2	1	8
Cc1ccc(-n2c(SCc3ccc(Cl)c(Cl)c3)nnc2-c2ccccc2F)cc1	·	0	4
Cc1ccc(F)cc1-c1cc2nc(NCCCN(C)C)n(C)c(=O)c2s1	12	·	-4
O=C(NCC(c1cccnc1)N1CCc2ccccc2C1)c1cccc([N+](=O)[O-])c1 (stereo unspecified)	1	-8	-1
C=CCNC(=O)NC(=O)CN1CCN(S(=O)(=O)c2cccs2)CC1	6	·	-7
COCCCNC(=O)c1sc2cc(OC)c(OC)cc2c1Cl	-2	-5	-4
CCOC(=O)Cn1c(=NC(=O)c2nn(C)cc2C)sc2cc(OC)ccc21	2	-6	-4
CC1C(=O)N(c2ccc(F)c(Cl)c2)CCN1C(=O)CCc1ccccc1 (stereo unspecified)	-4	-3	-1
CN(C)CCCN(C(=O)c1cccc(S(C)(=O)=O)c1)c1nc2c(F)cc(F)cc2s1	0	-8	-5
CC1(CNC(=O)CN2CCOCC2)CCOCC1	·	-6	-13
COC(=O)c1ncccc1OCc1cc(C)on1	5	-12	-9
Cc1cccc(COC(CN2CCN(S(=O)(=O)c3ccccc3C#N)CC2)c2ccc(Cl)cc2)c1 (stereo unspecified)	32	-7	-2
CC(=O)N[C@@H]1C[C@H](CC(C)C)O[C@H](c2c(C)nn(C)c2Cl)C1	3	-14	-4
CCC(COC)NC(=O)c1ccc(-c2cc(-c3ccc(Cl)cc3Cl)[nH]n2)cc1 (stereo unspecified)	·	-4	-1
O=S(=O)(Nc1cccc(Cl)c1)c1c(F)cc(F)cc1Br	9	·	-5
COc1c[nH]c(C(=O)NC2CC(=O)N(CCc3ccc(F)cc3)C2)cc1=O (stereo unspecified)	11	·	-5
COc1ccc(C(=O)N2CCN(Cc3cc4n(n3)CCCNC4)CC2)cc1	2	-16	-5
Cc1ccc(-c2csc(-n3nc(C)cc3NC(=O)CC(C)(C)C)n2)cc1	-7	-2	-2
COc1ccc(NC(=O)N2CCN(c3nc(C4CCCCC4)nc4sc5c(c34)CCCC5)CC2)c(OC)c1	-7	-4	-4
CC1CC(C)CN(C(=O)Nc2cc(C#N)cn2C(C)(C)C)C1 (stereo unspecified)	-1&2	·	6&-6
Cc1cc(NC(=O)c2ccc(C#N)c(C)n2)ncc1Br	3	-12	-8
COc1ccccc1-c1cccc(C(=O)NCC2CCS(=O)(=O)C2)c1 (stereo unspecified)	6	·	-5
CCCN(CC(=O)N1CCc2sccc2C1c1ccc(Cl)cc1)S(=O)(=O)c1c(C)cc(C)cc1C (stereo unspecified)	·	-3	-6
Cc1ccc(Cn2cc(C(=O)NNC(=O)Nc3ccc(Cl)c(Cl)c3)ccc2=O)cc1	3	·	0
CC(C)(C)c1ccc(COc2coc(CN3CCCN(S(=O)(=O)c4cc(F)cc(F)c4)CC3)cc2=O)cc1	19	-5	-6
Cc1ccc(CNC(=O)Cn2nc3c4ccc(Cl)cc4ncn3c2=O)cc1	-9	·	0
CCc1nc2ccc(C(=O)N3CCNC(=O)C3)cn2c1N(C)Cc1ccc(OC)cc1	1	-3	-1
Cc1ccc(N2C(=O)CC(Nc3ccc(S(=O)(=O)N4CCCC4)cc3)C2=O)c(C)c1 (stereo unspecified)	-2	-15	-10
CC(c1nc(N)nc(N(C)C)n1)N1CCCC1c1cccs1 (stereo unspecified)	16	·	-6
CC(C)Cn1cc(C(=O)NC(c2ccccc2)c2ccco2)c(=O)c(C(=O)N2CCCCCC2)c1 (stereo unspecified)	15	-11	-6
Clc1ccc(OCCOCCN2CCCCC2)c(Br)c1	5	·	-7
COC(=O)c1ccc(CSc2nc(=O)n3ccccc3n2)cc1	11	-1	0
Cc1c(Cl)ccc2sc(N(Cc3ccccn3)C(=O)Cc3ccc(S(C)(=O)=O)cc3)nc12	17	·	-4
Nc1nonc1C(=O)N/N=C\c1cccc(OCC(=O)O)c1	-8	·	0
CN(C)C(=O)CN1CCN(C(=O)CN2CCN(C(c3ccccc3)c3ccccc3)CC2)CC1	1	-7	-5
COc1cccc(C2c3[nH]c4ccccc4c3CCN2Cc2nccs2)c1OC (stereo unspecified)	13	·	-8
Cc1ccc(-c2ncc(C(=O)NC(C)C)c(N(C)C)n2)cc1	·	-3	-4
O=C(CC1NCCNC1=O)OC1CCCCC1 (stereo unspecified)	-3	·	-6
Cc1ncc(CN2CCOC(CCCc3ccccc3)C2)n1C (stereo unspecified)	4	·	-2
CC(C)(C)c1ccc(S(=O)(=O)NC(=O)C2(C)CCN2C(=O)C2(c3ccc(Cl)cc3)CC2)cc1 (stereo unspecified)	4	·	-7
O=C1CC(Cn2c(=O)oc3ccccc32)c2cnn(Cc3cccnc3)c2N1 (stereo unspecified)	30	·	-9
Cc1nc2sccn2c1C(=O)N1[C@H]2CCNC[C@@H]1CC2	2	·	-10
CCCCSc1nc2c(c(=O)n1-c1ccc(OC)c(OC)c1)SCC2	-6	-8	-7
O=C1C(C(c2ccco2)N2CCN(c3ccc(F)cc3)CC2)Sc2nc(-c3ccco3)nn21 (stereo unspecified)	0	-6	-3
C/C(=C\COc1cc(=O)[nH]c2ccccc12)CCC(O)C(C)(C)O (stereo unspecified)	2	0	0
CC(C)CNC(=O)CNC(=O)Nc1ccc(F)cc1Br	12	·	-5

# Continuation:
SMILES	NPYLR7 agonist	mcGAS lum	hcGAS lum
CN(CCC(O)c1ccccc1)Cc1ccc(-c2csnn2)cc1 (stereo unspecified)	-1	-2	-1
Cc1ccc(-c2cc(NS(=O)(=O)c3cnc[nH]3)n(C3CCS(=O)(=O)C3)n2)cc1 (stereo unspecified)	0	-9	-7
CCC(CC)C(=O)Nc1nc(OCC(F)(F)F)cnc1-c1ccc(Cl)cc1Cl	-7	-4	-11
O=C(CNC(=O)C1CCN(S(=O)(=O)c2ccc3c(c2)CCCC3)CC1)NC1CC1	0	·	-1
CC(=NNC(=O)CCn1c2ccccc2c2ccccc21)c1ccncc1	1	·	-3
O=[N+]([O-])c1ccc(-c2nc(-c3ccccc3)c3cc([N+](=O)[O-])ccc3n2)cc1	18	-8	0
CCc1nc2n(n1)C(=O)C(C(c1ccccc1Cl)N1CCN(CCO)CC1)S2 (stereo unspecified)	-6	-7	-8
Cc1ccc(Cc2nsc(N3CCN(C(=O)Nc4ccc(F)cc4F)C(C)C3)n2)cc1 (stereo unspecified)	-11	-1	1
O=C(NCc1ccc(F)cc1C(F)(F)F)c1ncoc1C1CCCO1 (stereo unspecified)	2	·	-3
Cc1cc(C)c2[nH]c(C(=O)NCC3CC(Cc4ccc(F)cc4)=NO3)c(C)c2c1 (stereo unspecified)	4	-11	-7
CN1CCN(C(=O)c2cc3c([nH]c2=O)CCCC3)CC1C(=O)O (stereo unspecified)	-2	0	4
CC(C)(C)C(=O)Nc1nnc(-c2ccc3c(c2)CCCC3)o1	-3	-3	-4
CC1CN(c2ncnc3nc[nH]c23)CC(C)O1 (stereo unspecified)	0	·	-4
COCC(=O)Nc1cc(-c2cn3nc(OC)ccc3n2)ccc1C	-7	-7	-3
CN(C)CCN(Cc1ccccc1F)S(=O)(=O)N1CCCCCC1	2	·	-12
O=C(COc1cccc(Cl)c1)Nc1cccc(-n2cc[nH]c2=O)c1	-3	·	1
COC(=O)c1ccc(NC(=O)c2cc(=O)c(OCc3cccc(OC)c3)c[nH]2)cc1	-2	·	-11
CCN(C(C)=O)C1CCN(c2nc(C)nc3sccc23)C1 (stereo unspecified)	1	·	-6
CS(=O)(=O)c1ccc(-n2ncc3c2CCNC3)cc1	11	·	-4
CC(OC(=O)c1cc2sc3ccccc3c2s1)C(=O)N1CCNC1=O (stereo unspecified)	5	-16	-6
CCc1cc(N2CCCC(C(N)=O)C2)nc(N2CCOCC2)n1 (stereo unspecified)	7	·	-4
Cc1ccc(-c2nnc3c4ccccc4c(C)nn23)cc1S(N)(=O)=O	-19	·	-3
CCN(CC)C(=O)C1(NC(=O)Nc2nc(C)c(C)s2)CCCCC1	5	·	-8
Cc1ccc(C)c(NC(=O)CSc2nnc(Cc3ccccc3)c(=O)[nH]2)c1	-6	-7	-4
COc1ccc2nc(-c3ccc(C)c(NS(=O)(=O)c4ccc(F)c(Cl)c4)c3)cn2n1	-5	-1	-1
CCCN(CC(=O)N(CCc1c[nH]c2ccccc12)Cc1ccc(Cl)c(Cl)c1)C(=O)c1cccc([N+](=O)[O-])c1	9	-5	-5
CCOC(=O)N1CCN(C(=O)c2cc3n(n2)CCN(CC2CC2)C3=O)CC1	2	1	0
CCOc1ccc(-c2csc(-n3nc(C)cc3NC(=O)Cc3cccs3)n2)cc1	-7	-8	-7
CCOC(=O)c1oc2cccc(O)c2c1CN(Cc1ccccc1)C(C)=O	-2	·	2
CCCc1cc(N2CCN(C3Cc4ccccc4C3)CC2)nc(C)n1	·	-2	-1
Cc1nc(NC(Cn2cccn2)c2ccccc2)c2cnn(C)c2n1 (stereo unspecified)	-2	-11	-3
Cc1csc(SCC(=O)N2CCc3c(cc(-c4cccc(Cl)c4)c(=O)n3CC3CC3)C2)n1	12	-12	-5
CC(C)c1cncnc1N1CCOC(c2ccc(Cl)cc2)C1 (stereo unspecified)	4	-15	-8
CCN(CC)CCN1C(=O)C(O)=C(C(=O)c2cccs2)C1c1ccc(C)o1 (stereo unspecified)	-3	·	-8
COC(=O)CSc1nnc(-c2cccc(OC)c2)n1-c1ccc(C)cc1	-11	2	2
COc1ccc(CCOc2nc(-c3cccs3)n(-c3ccc(NC(=O)c4ccc5c(c4)OCO5)cc3)n2)cc1	·	-5	-5
CC(C)c1cccc(C(C)C)c1NC(=O)N1CCC2(CC1)SCCN2C(=O)c1ccc(C(F)(F)F)cc1	-4	-7	-18
O=P1(NCCc2ccccc2)C=C(c2ccccc2)SC(c2ccccc2)=C1	15	·	2
CC1CCCCN1C(=O)c1ccc(CNc2ncccn2)cc1 (stereo unspecified)	-4	-7	-10
CN(Cc1cn(C)nc1-c1cccc(Cl)c1)C1CCOC1 (stereo unspecified)	-5	·	-2
Cc1sc2nc(-c3cccs3)nc(NC3CCCC3)c2c1C	-13	·	6
O=C(c1cn2cc(-c3ccc(Cl)cc3)ccc2n1)N1CCN(CCN2CCCCC2)CC1	6	·	5
COCCN(CC(=O)Nc1cc(C(C)(C)C)nn1-c1ccccc1C)C(=O)Nc1cc(C(F)(F)F)cc(C(F)(F)F)c1	·	-3	-1
COc1ccc(-n2ncc(Oc3ccccc3)c(Nc3cccc(C(=O)NCc4ccncc4)c3)c2=O)cc1	10	-7	-6
CC(=O)Nc1nc(SCC(=O)N2CCCC2)[nH]c(=O)c1NC(=O)c1ccccc1	6	-5	-3
CC(=O)OCC(COC(C)=O)OC(C)=O	7	·	-3
CCc1ncc(C(=O)N(C)C(C)c2ccon2)cn1 (stereo unspecified)	-4	·	-3
C=C(C)C(O)(C(=C)C)c1ccc(CN(Cc2cccc(F)c2)Cc2ccco2)o1	-2	-3	2
NC(=O)C1(NC(=O)Cc2ccc(OC(F)F)cc2)CCCCC1	-1	-16	-7
Cn1c(=O)c2c(ncn2CC(=O)NC(=O)NCc2ccco2)n(C)c1=O	3	·	-9

# Of the compounds above, these have bromine.
SMILES	NPYLR7 agonist	mcGAS lum	hcGAS lum
O=S(=O)(Nc1cccc(Cl)c1)c1c(F)cc(F)cc1Br	9	·	-5
Cc1cc(NC(=O)c2ccc(C#N)c(C)n2)ncc1Br	3	-12	-8
Clc1ccc(OCCOCCN2CCCCC2)c(Br)c1	5	·	-7
CC(C)CNC(=O)CNC(=O)Nc1ccc(F)cc1Br	12	·	-5

# (more compounds)
SMILES	NPYLR7 agonist	mcGAS lum	hcGAS lum
NC1CCN(O)C1=O (stereo unspecified)	6	-3	-3
CCCc1[nH]n(-c2ccc(Cl)cc2)c(=O)c1C1=C([n+]2ccccc2)C(=O)N(CC(C)C)C1=O	-1	-10	-10
CC(C)(C)c1ccc(C(=O)ON2C(=O)c3ccccc3C2=O)cc1	3	3	-12
CCOC(=O)c1cc(-c2cccc(NC(=O)c3cccc(OC)c3)c2)n(-c2ccc(F)cc2)n1	17	-4	0
Cc1onc(-c2ccccc2Cl)c1C(=O)N1C(C)CCCC1C (stereo unspecified)	7	-5	-4

# Grouped by structure: the compounds so far with a furan ring, fused or not.
SMILES	NPYLR7 agonist	mcGAS lum	hcGAS lum
CC(C)Cn1cc(C(=O)NC(c2ccccc2)c2ccco2)c(=O)c(C(=O)N2CCCCCC2)c1 (stereo unspecified)	15	-11	-6
O=C1C(C(c2ccco2)N2CCN(c3ccc(F)cc3)CC2)Sc2nc(-c3ccco3)nn21 (stereo unspecified)	0	-6	-3
CCOC(=O)c1oc2cccc(O)c2c1CN(Cc1ccccc1)C(C)=O	-2	·	2
CCN(CC)CCN1C(=O)C(O)=C(C(=O)c2cccs2)C1c1ccc(C)o1 (stereo unspecified)	-3	·	-8
C=C(C)C(O)(C(=C)C)c1ccc(CN(Cc2cccc(F)c2)Cc2ccco2)o1	-2	-3	2
Cn1c(=O)c2c(ncn2CC(=O)NC(=O)NCc2ccco2)n(C)c1=O	3	·	-9
